Assay outcomes: PubChem, National Center for Advancing Translational Sciences (NCATS)
Pol eta inh – blocks human DNA polymerase eta activity. Q9Y253. recombinant Pol eta, fluorescent DNA replication assay. Potency, µM (highest dose often 114 µM), for the others: at the highest dose activity change, negative = inhibition, hits mostly inhibitors. 1.2% of 390,000 active. AID 588591; also: % is scaled to controls: 0 for no effect and ±100 for the full control effect
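Pol eta at 10 nM preincubated with compounds 15 min at room temperature; reaction started with fluorescent substrate (50 nM final) and read kinetically at 0 and 10 min.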
APE1 inh – APE1 (human) endonuclease inhibition. P27695. recombinant APE1, TAMRA/BHQ-2 abasic DNA cleavage fluorescence. Potency, µM (highest dose often 65.8 µM), for the others: at the top dose activity change, negative = inhibition, actives largely listed as inhibitors. 0.35% of 350,000 active. AID 2517;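 also: plate controls were vehicle for no effect and reference inhibitor for full effect; nearly all actives have a fitted effect of over 55% in size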
Target sequence (P27695 whole entry, looked up): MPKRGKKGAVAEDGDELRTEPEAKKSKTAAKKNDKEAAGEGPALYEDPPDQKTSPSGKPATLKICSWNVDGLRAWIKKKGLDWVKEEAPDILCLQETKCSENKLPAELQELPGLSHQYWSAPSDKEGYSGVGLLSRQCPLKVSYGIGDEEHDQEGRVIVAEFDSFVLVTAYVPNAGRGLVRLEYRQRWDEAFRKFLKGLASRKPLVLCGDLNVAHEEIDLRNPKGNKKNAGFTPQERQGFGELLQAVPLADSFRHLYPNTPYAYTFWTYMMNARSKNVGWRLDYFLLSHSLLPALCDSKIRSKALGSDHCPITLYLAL
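Enzyme (0.75 nM final) and test compound are incubated 15 min at room temperature before adding 50 nM quenched THF abasic-site duplex. Cleavage dequenches TAMRA, followed at 525/598 nm over three reads one minute apart.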
POLB inh – inhibitors of human DNA polymerase beta | P06746 | Pol beta primer extension/strand displacement, fluorescence kinetic | Potency, µM (top dose mostly 114 µM), without a hit: at the highest dose activity change, negative = inhibition, actives largely listed as inhibitors | 1.3% of 340,000 active; also: % is scaled to controls: 0 for no effect and ±100 for the full control effect
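Values derive from four-parameter Hill fits of normalized kinetic data: reads at 0 and 10 min following addition of 50 nM substrate to 10 nM Pol beta preincubated 15 min with compound.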
BAZ2B block – blocks human BAZ2B. 4.4% of 360,000 active. AlphaScreen BAZ2B-H3K14Ac peptide displacement. Potency, µM (series often up to 114 µM), for inactives: at the top dose activity change, negative = inhibition, most hits filed as inhibitors. Q9UIF8. AID 504333; also: % is scaled to controls: 0 for no effect and ±100 for the full control effect; nearly all actives have a fitted effect of over 60% in size
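Multi-concentration screen (max 110 uM) measuring displacement of acetylated histone H3 peptide from BAZ2B by AlphaScreen, using 50 nM protein, 50 nM peptide and 10 ug/mL streptavidin donor plus Ni-chelate acceptor beads.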
G9a block – blocks human histone lysine methyltransferase G9a; Potency, µM (series often up to 102 µM), without a hit: at the top dose activity, negative = inhibition, actives largely listed as inhibitors; AID 504332; G9a H3K9 monomethylation, AlphaScreen, 2 h; 8.8% of 350,000 active; Q96KQ7; also: % is scaled to controls: 0 for no effect and ±100 for the full control effect; nearly all actives have a fitted effect of over 75% in size
Target sequence (Q96KQ7 913-1193 limits assumed): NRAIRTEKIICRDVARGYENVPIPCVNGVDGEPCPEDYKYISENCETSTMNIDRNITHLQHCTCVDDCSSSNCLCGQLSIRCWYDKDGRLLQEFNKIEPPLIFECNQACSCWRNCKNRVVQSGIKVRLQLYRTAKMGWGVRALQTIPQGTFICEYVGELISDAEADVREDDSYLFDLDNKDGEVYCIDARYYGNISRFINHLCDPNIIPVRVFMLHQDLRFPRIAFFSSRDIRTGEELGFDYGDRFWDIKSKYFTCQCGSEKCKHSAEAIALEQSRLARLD
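Compounds were preincubated with 20 nM G9a for 15 min, after which biotinylated H3K9 peptide (500 nM) and SAM (20 uM) started a 2 h room-temperature reaction. Monomethylated product was quantified by antibody-based AlphaScreen chemiluminescence.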
Pol iota inh – blocks human DNA polymerase iota activity. AID 588590. Pol iota fluorescent replication assay, 10 min. Q9UNA4. 1% of 390,000 active. Potency, µM (series often up to 115 µM), inactives show top-dose activity, negative = inhibition, hits mostly inhibitors
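Pol iota at 10 nM preincubated 15 min with compounds at room temperature; reaction started with fluorescent substrate, 50 nM final. Fluorescence read kinetically at 0 and 10 min; buffer-only wells as negative control.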
BLM inh – inhibitors of human Bloom syndrome helicase BLM | recombinant BLM DNA unwinding, fluorescence dequenching | Potency, µM (top dose mostly 56.1 µM), for inactives: at the top dose activity change, negative = inhibition, most hits filed as inhibitors | 0.2% of 350,000 active | AID 2528;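 also: plate controls were vehicle for no effect and no enzyme for full effect; nearly all actives have a fitted effect of over 35% in size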
Pol kappa inh – blocks human DNA polymerase kappa activity. purified Pol kappa, fluorescent DNA synthesis assay, 10 min. Potency, µM (top dose mostly 107 µM), for inactives: at the highest dose activity, negative = inhibition, hits mostly inhibitors. 0.53% of 400,000 active; also: % is scaled to controls: 0 for no effect and ±100 for the full control effect
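Enzyme at 10 nM met test compounds for 15 min at room temperature. Substrate addition (50 nM final) began the reaction, which was monitored by fluorescence at 0 and 10 min.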
JMJD2A Tudor – blocks the human JMJD2A Tudor domain. O75164. AlphaScreen JMJD2A-Tudor / H3K4me3 peptide binding. Potency, µM (titrated, usually from 114 µM), for inactives: at the top dose activity change, negative = inhibition, hits mostly inhibitors. 4.4% of 390,000 active. AID 504339; also: % is scaled to controls: 0 for no effect and ±100 for the full control effect; nearly all actives have a fitted effect of over 50% in size
Active calls of the source: *; ? = inconclusive; nt = no result given; & = joins results of further samples; [ ] = dose if it differs, or a comment. Calls follow the shape of the dose curve; as a rule, active = well fitted curve in the direction sought with a large enough effect; inconclusive = small, poorly fitted or top-dose-only effect, or another doubt; inactive = no such curve, though single readings can be large; an effect the other way counts as inactive or inconclusive. Potency is read from the fitted curve at half-maximal effect. These rows are one share of the data. The share of hits here may be higher or lower than overall.

#	mol	Pol eta inh	APE1 inh	POLB inh	BAZ2B block	G9a block
1	COc1ccc(NS(=O)(=O)c2cccc(C(=O)NNC(=O)CNC(=O)c3cccc(C)c3)c2)cc1	-24%	22%	32%	-13%	78%[activator]
2	OCCN1CCN(c2ncnc3sc4c(c23)CCCC4)CC1	1%	65%[activator]	10%	-2%	49%
3	CCCN1CCN(S(=O)(=O)c2cc3c(cc2C)NC(=O)CO3)CC1	-15%	38%	-16%	-7%	16%
4	O=C(Nc1cccc(C(F)(F)F)c1)C1CCCCC1	-11%	14%	8%	13%	5%[59 µM]
5	Cc1cc(NC(=O)Nc2cccc(C(F)(F)F)c2)no1	8%	15%	28%	-4%	1%[59 µM]
6	O=c1[nH]c(CO)nc2c1oc1ccccc12	-9%	0%	-3%	-1%	15%
7	CC1=C(C(=O)OC2CCCC2)C(c2ccc(C)o2)C2=C(CC(c3cccs3)CC2=O)N1 (configuration not stated)	-10%	-7%	-3%	-36%	-39%[12.7 µM]
8	O=[N+]([O-])c1cccc(S(=O)(=O)Nc2cccc(-c3ccc(N4CCCC4)nn3)c2)c1	?	7%	nt	-6%	-5%[0.501 µM]
9	COC(=O)C1=C(C)NC(C)=C(C(=O)OC)C1C(=O)OCCN1C(=O)c2ccccc2C1=O	-9%&-10%	-1%	3%	22%	14%[59 µM]
10	Cn1nnnc1SCC(=O)Nc1ccccc1[N+](=O)[O-]	-14%	-12%	12%	-5%	6%
11	CC(C)Cn1c(-c2ccco2)nc2c(c(=O)c3ccccc3n2C)c1=O	nt	2%	40µM*	-34%	?
12	Cn1c(=NC(=O)COc2ccccc2)sc2ccccc21	-18%	1%	2%	-31%	?

#	Pol iota inh	BLM inh	Pol kappa inh	JMJD2A Tudor
1	43%	0%	-6%	-21%
2	99%[activator]	0%	-1%	-3%
3	22%	2%	1%	-6%
4	-10%	-6%	-10%	11%[57.1 µM]
5	7%	-2%	-17%	-24%
6	5%	2%	-22%	-3%
7	?	-12%	-3%	-21%
8	38%[activator]	nt	-10%	-33%
9	29%&14%	-1%	4%&-1%	1%&0%
10	8%	1%	-22%	-7%
11	nt	0%	nt	nt
12	33%[activator]	-7%	-3%	-9%

(further entries)
#	mol	Pol eta inh	APE1 inh	POLB inh	BAZ2B block	G9a block
13	COC(=O)c1ccc(OC(=O)CN2C(=O)c3ccccc3C2=O)cc1	-21%	0%	?	-3%	-5%
14	COC(=O)c1ccc(NC(=S)NC(=O)C2CCC2)cc1	-1%	3%	-10%	-6%	79µM*
15	Cn1c(CS(=O)Cc2c(Cl)cccc2Cl)nnc1SCc1c(Cl)cccc1Cl (configuration not stated)	-5%	-2%	25%	0%	-44%[59 µM]
16	COc1ccccc1CNC(=O)CN1C(=O)NC2(CCCC2)C1=O	-8%	48%[activator]	nt	-6%	-2%[2.33 µM]
17	O=C(Nc1ccc(-c2nc3ccccc3s2)c(O)c1)c1ccc(Br)cc1	-24%	nt	-1%	5%	6%[59 µM]
18	O=C(C=C1SCCS1)/C=C/c1ccco1	18µM*	?	22µM*	50µM*	40µM*
19	CS(=O)(=O)NN1C(=O)c2ccccc2NC1c1cccc2cccnc12 (configuration not stated)	-10%	-1%	-1%	-7%	-14%[59 µM]
20	O=C(OCc1cccc([N+](=O)[O-])c1)c1cccnc1Cl	0%	-13%	26%	-11%	0%
21	COc1cccc(CNC(=O)CCNS(=O)(=O)c2cccc3nsnc23)c1	-10%&-12%	0%	-18%&12%	-2%&-4%	-32%
22	CCOC(=O)C1(CCc2ccccc2)CCN(C(=O)C(C)n2cncn2)CC1 (configuration not stated)	-7%	-1%	23%	0%	9%
23	Cn1cc(S(=O)(=O)c2cccc(Cl)c2)c(=O)c2cc(F)c(N3CCN(c4ccc(F)cc4)CC3)cc21	-8%	nt	45%	-7%	-7%[59 µM]
24	O=C(Cc1ccc([N+](=O)[O-])cc1)N/N=C/c1ccccc1F	-22%	14%	19%	-11%	20%

#	Pol iota inh	BLM inh	Pol kappa inh	JMJD2A Tudor
13	31%	1%	-2%	5%
14	10%	-4%	-16%	-6%
15	-21%	4%	-7%	1%
16	24%	nt	18%	-5%
17	14%	2%	-5%	-5%
18	35µM*	?	?	45µM*
19	67%[activator]	1%	0%	2%
20	31%[activator]	-4%	17%	-4%
21	17%&9%	0%&1%	-7%&-16%	-12%&-15%
22	7%	0%	7%	-8%
23	1%	-14%	-10%	-14%
24	1%	-8%	3%	8%

Quoted from the listing.
Under JMJD2A Tudor, compound 17 has the entry -5%
Under APE1 inh, compound 16 has the entry 48%[activator]
Under JMJD2A Tudor, compound 15 has the entry 1%
Under G9a block, compound 18 has the entry 40µM*

(continued)
#	mol	Pol eta inh	APE1 inh	POLB inh	BAZ2B block	G9a block
25	O=S(=O)(Nc1ccccc1N1CCCCC1)c1ccc(F)cc1F	-9%	-2%	-1%	14%	8%
26	COc1ccc(C)cc1NC(=O)C(Sc1nnnn1C)c1ccccc1 (configuration not stated)	-18%	-5%	3%	-30%	-6%
27	COc1ccc(Cn2ccnc2SCC(=O)NC2CCCCC2)cc1	-5%	9%	15%	-15%	nt
28	CCCc1c(C)nc(N2CCN(c3ccccc3OC)CC2)[nH]c1=O	-12%	9%	2%	10%	-9%
29	CC1CN(C(=O)c2c([N+](=O)[O-])cnn2C)CC(C)O1 (configuration not stated)	-4%	4%	-1%	3%	-12%
30	COc1ccc(C=NNC(=S)NC23CC4CC(CC(C4)C2)C3)cc1OC	?	nt	nt	nt	nt
31	CCC(C)[C@H](NC(=O)Nc1ccccc1F)C(=O)OC (some centres not stated)	-14%	15%	46%[activator]	1%	nt
32	CC1(c2ccccc2)NC(=O)N(CC(=O)NCCN2C(=O)S/C(=C\c3cccnc3)C2=O)C1=O (configuration not stated)	-20%	nt	nt	nt	nt
33	CCOC(=O)CN(C(=O)CSc1nnc(-c2ccc(OC)c(OC)c2)o1)c1ccc(F)cc1	-17%	2%	13%	5%	-1%
34	CCOc1cc(C(=O)N/N=C/C2CC=CCC2)cc(OCC)c1OCC (configuration not stated)	-19%	21%	1%	9%	16%
35	O=C(c1ccc(-c2cc(O)c3ncccc3c2)cc1)N1CCNCC1	-16%	24%&1%	nt	7.9µM*	-30%[12.7 µM]
36	CCC(C)NCCOCCOc1ccc(Br)cc1 (configuration not stated)	-1%	-3%	-1%	79µM*	?

#	Pol iota inh	BLM inh	Pol kappa inh	JMJD2A Tudor
25	-1%	-4%	-2%	2%
26	29%	-4%	0%	-7%
27	10%	3%	-20%	-13%
28	180%[activator]	0%	0%	-10%
29	19%	0%	-1%	0%
30	22%	nt	-16%	?
31	162%[activator]	1%	-7%	6%
32	40%[activator]	nt	-5%	-11%
33	-8%	0%	1%	-7%
34	10%	-4%	4%	-11%
35	-7%	nt	6%	20µM*
36	-6%	1%	0%	11µM*

(listing goes on)
#	mol	Pol eta inh	APE1 inh	POLB inh	BAZ2B block	G9a block
37	Cc1ccc(CN(C)C(=O)c2cccc(S(=O)(=O)N3CCN(Cc4ccccc4)CC3)c2)o1	-6%	18%	nt	?	10%[0.501 µM]
38	Cc1ccc(C(=O)CSc2nc3cc(C(=O)NC4CCCC4)ccc3c(=O)n2CC2CCCO2)cc1 (configuration not stated)	-12%	nt	8%	3%	7%[59 µM]
39	COc1ccc(-c2cc(C(=O)NCc3cn(C)nc3C)c3ccccc3n2)cc1OC	-10%	?	-1%	2%	-9%[59 µM]
40	CCC12CN3CC(CC)(CN(C1)C3c1ccccc1Cl)C2O (configuration not stated)	4%	22%	5%	20%	23%[59 µM]
41	O=C(Nc1nnc(/C=C/c2ccccc2)s1)c1ccco1	2%	5%	1%	2%	-40%
42	CCOC(=O)C1CCN(C(=O)COc2ccc(Br)cc2Br)CC1	-17%	-7%	-20%	-19%	28%
43	CCCc1nc(-c2ccccc2)c(-c2ccc(OC)c(OC)c2)c(=O)[nH]1	-1%	18%	1%	?	1%
44	CN(Cc1ccccc1)C(=O)c1ccc(NC(=O)Cc2cccc(NC(=O)C3CCN(C(=O)C4CCCCC4)CC3)c2)cc1	-12%	10%	nt	2%	12%[2.33 µM]
45	CCOC(=O)c1c(C)sc(-c2c(-c3cc(C)ccc3C)[nH]c3c2c(=O)[nH]c(=O)n3C)c1O	nt	nt	?	50µM*	?
46	CCS(=O)(=O)N1CCCC(C(=O)NCCN(C)Cc2ccccc2)C1 (configuration not stated)	-18%	-6%	23%	2%	12%[0.501 µM]

#	Pol iota inh	BLM inh	Pol kappa inh	JMJD2A Tudor
37	12%	nt	-7%	?
38	31%[activator]	-1%	-5%	-5%
39	11%	1%	-5%	11%
40	30%	0%	-13%	-13%
41	-14%	-2%	-5%	1%
42	16%	0%	-3%	12%
43	-70%	2%	3%	-8%
44	-16%	nt	-4%	-13%
45	89µM*	-12%	-26%	-27%
46	-13%	-3%	-6%	17%

Ordered by number of heavy atoms (ascending): some entries from above
#	mol	Pol eta inh	APE1 inh	POLB inh	BAZ2B block	G9a block
29	CC1CN(C(=O)c2c([N+](=O)[O-])cnn2C)CC(C)O1 (configuration not stated)	-4%	4%	-1%	3%	-12%
14	COC(=O)c1ccc(NC(=S)NC(=O)C2CCC2)cc1	-1%	3%	-10%	-6%	79µM*
27	COc1ccc(Cn2ccnc2SCC(=O)NC2CCCCC2)cc1	-5%	9%	15%	-15%	nt
11	CC(C)Cn1c(-c2ccco2)nc2c(c(=O)c3ccccc3n2C)c1=O	nt	2%	40µM*	-34%	?
39	COc1ccc(-c2cc(C(=O)NCc3cn(C)nc3C)c3ccccc3n2)cc1OC	-10%	?	-1%	2%	-9%[59 µM]

#	Pol iota inh	BLM inh	Pol kappa inh	JMJD2A Tudor
29	19%	0%	-1%	0%
14	10%	-4%	-16%	-6%
27	10%	3%	-20%	-13%
11	nt	0%	nt	nt
39	11%	1%	-5%	11%
